MT1-MMP act inh – blockers of MT1-MMP proenzyme processing, primary screen, HT1080 RFP-PRO-GFP cells, GFP/RFP fluorescence | Matrix metalloproteinase-14 (Homo sapiens), P50281 | GFP/RFP ratio fluorescence, overnight; percent of plate control window, DMSO zero | GFP/RFP ratio change, % at 20 µM | hit rate 0.061% among 360,000 | AID 651647, 2012;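 active means GFP/RFP ratio change of at least 30% with cell ATP level not reduced by more than half and red fluorescence within 50% of control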; further: strong numbers were not always called active
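Assay system: HT1080 RFP-PRO-GFP cells. Benchmarks: DMSO vehicle wells and RFP-L50D-GFP reporter cell wells. Times: overnight cell settling, then overnight compound exposure, 37 °C, 5% CO2. Compound: 20 µM single dose, 1% DMSO. Read-out basis: GFP/RFP fluorescence ratio.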
MsrA act – bovine MsrA enzyme activators, primary screen, biochemical, absorbance, HTS; hit rate 0.3% among 360,000; Methionine sulfoxide reductase A (Bos taurus); activation, % at 10.6 µM; purified bovine MsrA, absorbance read-out; in the data active means activation above about 7.5%;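 further: 0% = vehicle and 100% = reference activator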
eLon inh – inhibitors of E. coli Lon protease, primary screen, biochemical, fluorescence polarization; inhibition, % at 7.94 µM; purified E. coli Lon protease; hit rate 0.42% among 360,000; P0A9M0; in the data active means inhibition above about 13%, passing the limit was not always enough;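 further: 0% = enzyme with probe and DMSO and 100% = no enzyme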
MsrA inh – bovine MsrA enzyme inhibitors, primary screen, biochemical, absorbance, HTS | hit rate 0.75% among 360,000 | purified bovine MsrA, absorbance read-out | inhibition, % at 15.5 µM; in the data active means inhibition above about 4.5%;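 further: 0% = vehicle wells with enzyme and 100% = reference inhibitor wells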
Neddyl block – inhibitors of cullin neddylation, primary screen, biochemical, TR-FRET, uHTS, NAE and Ubc12; calls only at 25 µM; hit rate 0.58% among 360,000; in the data active means inhibition above about 36%
Rin1 Abl inh – inhibitors of Rin1-Abl protein binding, primary screen, biochemical, TR-FRET | Tyrosine-protein kinase ABL1 (Homo sapiens) + Ras and Rab interactor 1 (Homo sapiens), … | inhibition, % at 7.35 µM | hit rate 0.4% among 360,000 | AID 588664, 2011; in the data active means inhibition above about 5%, passing the limit was not always enough
SKN-1 inh – suppressors of acrylamide-induced Pgst-4::GFP reporter in worms, primary screen, SKN-1 inhibitor project, whole organism, uHTS, GFP/RFP fluorescence ratio, strain VP596; C. elegans VP596 Pgst-4::GFP/RFP ratio, 24 h; inhibition, % at 21.8 µM; hit rate 0.49% among 360,000;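 active means interference check ratio from 0.5 to 1.5 plus GFP to RFP signal ratio inhibition reaching or exceeding a fixed threshold, cut at about 30% in these data, passing the limit was not always enough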; further: some compounds called inactive have numbers as strong as hits
FAS TE block – FAS thioesterase domain inhibitors, primary screen, biochemical, fluorescence intensity, uHTS; inhibition, % at 15 µM; hit rate 0.67% among 360,000; recombinant FAS-TE, OMFH fluorogenic substrate, fluorescence endpoint;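 active means compounds whose normalised, plate-corrected inhibition of enzyme fluorescence in the single-dose primary screen is 50% or more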;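 further: 0% = DMSO with enzyme and 100% = substrate without enzyme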
CendR NRP1 mod – modulators of CendR peptide binding to NRP-1, primary screen, biochemical, fluorescence polarization, uHTS. FAM-RPARPAR peptide binding to NRP-1. hit rate 0.85% among 360,000. AID 602438, 2012. inhibition, % at 25 µM. Neuropilin-1 (Homo sapiens), O14786;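 active means inhibition or corrected inhibition above about 18%, plus a signal ratio from 0.5 to 1.5, limit read from the data, passing the limit was not always enough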; further: strong numbers were not always called active
Target sequence (O14786 whole entry, looked up): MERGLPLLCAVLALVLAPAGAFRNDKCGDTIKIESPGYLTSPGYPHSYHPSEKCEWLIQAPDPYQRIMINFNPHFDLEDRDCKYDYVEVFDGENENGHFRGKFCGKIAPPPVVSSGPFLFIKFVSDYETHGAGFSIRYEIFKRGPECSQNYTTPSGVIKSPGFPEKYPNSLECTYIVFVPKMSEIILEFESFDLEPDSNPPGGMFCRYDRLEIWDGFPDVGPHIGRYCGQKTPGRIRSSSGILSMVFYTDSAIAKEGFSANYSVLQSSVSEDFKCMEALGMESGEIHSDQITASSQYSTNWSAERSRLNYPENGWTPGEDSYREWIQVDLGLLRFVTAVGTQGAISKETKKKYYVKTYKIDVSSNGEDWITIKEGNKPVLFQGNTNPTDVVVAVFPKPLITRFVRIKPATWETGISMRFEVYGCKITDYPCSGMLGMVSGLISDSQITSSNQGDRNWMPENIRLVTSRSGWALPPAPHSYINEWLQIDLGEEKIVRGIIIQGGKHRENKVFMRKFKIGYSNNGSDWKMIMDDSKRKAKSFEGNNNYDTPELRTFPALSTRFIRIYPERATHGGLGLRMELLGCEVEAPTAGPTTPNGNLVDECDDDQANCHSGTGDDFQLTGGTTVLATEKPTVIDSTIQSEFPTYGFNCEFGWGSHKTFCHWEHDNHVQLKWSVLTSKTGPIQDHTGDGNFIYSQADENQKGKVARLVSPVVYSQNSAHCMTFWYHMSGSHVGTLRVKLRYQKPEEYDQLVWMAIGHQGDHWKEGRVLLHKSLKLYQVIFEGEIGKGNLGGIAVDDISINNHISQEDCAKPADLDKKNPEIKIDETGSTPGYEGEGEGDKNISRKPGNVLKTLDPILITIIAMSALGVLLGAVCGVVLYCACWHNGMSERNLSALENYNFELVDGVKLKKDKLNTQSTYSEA
Numbers without * were called inactive.

What do the screens show for `COCCN1C(=O)c2oc3cc(C)c(C)cc3c(=O)c2C1c1ccc(O)cc1` (configuration not stated)?
MT1-MMP act inh: -4.8; MsrA act: 6.1; eLon inh: -5.1; MsrA inh: 0.1; Neddyl block: inactive; Rin1 Abl inh: -2.2; SKN-1 inh: 16.7; FAS TE block: -7.1; CendR NRP1 mod: -14.0

What do the screens show for `Cc1ccccc1-n1nnnc1SCc1ncc(-c2ccccc2)o1`?
MT1-MMP act inh: 1.4; MsrA act: 0.9; eLon inh: -12.6; MsrA inh: -0.3; Neddyl block: inactive; Rin1 Abl inh: -4.9; SKN-1 inh: 3.8; FAS TE block: 21.1; CendR NRP1 mod: -9.6

Results for O=C(COc1ccccc1Cl)Nc1cc(NC(=O)COc2ccccc2Cl)cc(C(=O)O)c1 ?
MT1-MMP act inh: 6.5; MsrA act: -6.3; eLon inh: -4.8; MsrA inh: -0.6; Neddyl block: inactive; Rin1 Abl inh: -0.7; SKN-1 inh: 8.9; FAS TE block: 6.2; CendR NRP1 mod: -6.8

Results for CCCCCCCCn1c2c(c(=N)c3ccccc31)CCC2 ?
MT1-MMP act inh: -25.1; MsrA act: -3.8; eLon inh: 3.5; MsrA inh: -0.5; Neddyl block: inactive; Rin1 Abl inh: -1.3; SKN-1 inh: -2.3; FAS TE block: 14.3; CendR NRP1 mod: 1.3

What do the screens show for `O=C(CSc1ccc2nnc(-c3ccccn3)n2n1)Nc1ccc(F)cc1`?
MT1-MMP act inh: 2.1; MsrA act: -3.5; eLon inh: -3.9; MsrA inh: -1.1; Neddyl block: inactive; Rin1 Abl inh: -0.2; SKN-1 inh: 19.0; FAS TE block: -8.4; CendR NRP1 mod: 0.8

What do the screens show for `CN(Cc1ccccc1)Cc1c(F)cccc1F`?
MT1-MMP act inh: -3.9; MsrA act: -2.5; eLon inh: 0.9; MsrA inh: -0.8; Neddyl block: inactive; Rin1 Abl inh: -1.1; SKN-1 inh: 7.1; FAS TE block: -4.3; CendR NRP1 mod: 0.6

Results for Cc1nc2ccc(NC(=O)c3nn(CC(C)C)c(=O)c4ccccc34)cc2s1 ?
MT1-MMP act inh: -9.2; MsrA act: -2.0; eLon inh: -0.8; MsrA inh: -0.5; Neddyl block: inactive; Rin1 Abl inh: -0.6; SKN-1 inh: 17.9; FAS TE block: 22.8; CendR NRP1 mod: 0.1

How did O=C1CC(c2ccc(S(=O)(=O)Nc3cc(C(F)(F)F)cc(C(F)(F)F)c3)cc2)CN1 (configuration not stated) do in these assays?
MT1-MMP act inh: 2.4; MsrA act: -4.5; eLon inh: 6.6; MsrA inh: 0.7; Neddyl block: inactive; Rin1 Abl inh: 2.2; SKN-1 inh: -3.5; FAS TE block: 1.7; CendR NRP1 mod: -1.8

What do the screens show for `O=C(Nc1ccc(C2CCCCC2)cc1)C1CCN(c2ncccn2)CC1`?
MT1-MMP act inh: -1.1; MsrA act: -12.3; eLon inh: 1.5; MsrA inh: -0.9; Neddyl block: inactive; Rin1 Abl inh: -2.5; SKN-1 inh: -0.2; FAS TE block: -9.2; CendR NRP1 mod: 9.3

Results for Cc1nc(Cl)c(C(=O)NC(=O)Nc2cccc(C(F)(F)F)c2)c(C)c1[N+](=O)[O-] ?
MT1-MMP act inh: -12.2; MsrA act: -2.6; eLon inh: 2.7; MsrA inh: 1.3; Neddyl block: inactive; Rin1 Abl inh: -1.1; SKN-1 inh: 17.4; FAS TE block: 41.5; CendR NRP1 mod: 0.3

What do the screens show for `Cc1c(NC(=O)c2ccc3ncccc3c2)c(=O)n(-c2ccccc2)n1C`?
MT1-MMP act inh: -0.1; MsrA act: 5.6; eLon inh: -5.7; MsrA inh: -0.2; Neddyl block: inactive; Rin1 Abl inh: 1.9; SKN-1 inh: 5.5; FAS TE block: -4.8; CendR NRP1 mod: 0.5

How did Nc1c(C(=O)c2ccc(Cl)cc2)sc2nsc(SCCN3CCOCC3)c12 do in these assays?
MT1-MMP act inh: -217.4; MsrA act: -0.3; eLon inh: -57.4; MsrA inh: -1.0; Neddyl block: inactive; Rin1 Abl inh: -0.9; SKN-1 inh: 21.1; FAS TE block: -15.3; CendR NRP1 mod: -149.4

How did COc1ccccc1N=c1oc2cc(O)ccc2cc1C(N)=O do in these assays?
MT1-MMP act inh: -25.0; MsrA act: -2.1; eLon inh: 0.2; MsrA inh: 1.9; Rin1 Abl inh: -2.5; SKN-1 inh: 16.8; FAS TE block: -5.4; CendR NRP1 mod: -47.3

How did CC(C)C(=O)N1CCN(c2nc(-c3ccccc3)c3c(c2C#N)CCCC3)CC1 do in these assays?
MT1-MMP act inh: -11.6; MsrA act: -3.0; eLon inh: 6.5; MsrA inh: 1.3; Rin1 Abl inh: -4.2; SKN-1 inh: 11.0; FAS TE block: 10.8; CendR NRP1 mod: -11.1

How did O=C1CC(c2ccccc2)CC(O)=C1C=NC1CCCCCC1 (configuration not stated) do in these assays?
MT1-MMP act inh: 4.8; MsrA act: -3.0; eLon inh: 1.2; MsrA inh: -0.1; Neddyl block: inactive; Rin1 Abl inh: 0.9; SKN-1 inh: 7.0; FAS TE block: -20.0; CendR NRP1 mod: 8.8

Two compounds picked at random from the list so far:
How did CC(C)C(=O)N1CCN(c2nc(-c3ccccc3)c3c(c2C#N)CCCC3)CC1 do in these assays?
MT1-MMP act inh: -11.6; MsrA act: -3.0; eLon inh: 6.5; MsrA inh: 1.3; Rin1 Abl inh: -4.2; SKN-1 inh: 11.0; FAS TE block: 10.8; CendR NRP1 mod: -11.1

What do the screens show for `CN(Cc1ccccc1)Cc1c(F)cccc1F`?
MT1-MMP act inh: -3.9; MsrA act: -2.5; eLon inh: 0.9; MsrA inh: -0.8; Neddyl block: inactive; Rin1 Abl inh: -1.1; SKN-1 inh: 7.1; FAS TE block: -4.3; CendR NRP1 mod: 0.6

The list goes on.
Results for Cc1cc(=O)n2c3ccccc3n(CC(O)CN3CCN(CCO)CC3)c2c1C#N (configuration not stated) ?
MT1-MMP act inh: -3.0; MsrA act: -5.7; eLon inh: 6.2; MsrA inh: 2.8; Neddyl block: inactive; Rin1 Abl inh: 1.1; SKN-1 inh: -5.7; FAS TE block: -1.4; CendR NRP1 mod: -8.9

What do the screens show for `O=C(c1ccc(-c2ccccc2)cc1)N1CCCC1`?
MT1-MMP act inh: -3.0; MsrA act: -1.9; eLon inh: -0.4; MsrA inh: -1.5; Neddyl block: inactive; Rin1 Abl inh: 5.7; SKN-1 inh: 17.1; FAS TE block: -8.5; CendR NRP1 mod: 2.8

How did CNc1cncc(-c2ccc(OC)cc2OC)n1 do in these assays?
MT1-MMP act inh: 0.1; MsrA act: -7.6; eLon inh: -2.9; MsrA inh: 2.9; Rin1 Abl inh: -2.4; SKN-1 inh: -18.2; FAS TE block: -11.1; CendR NRP1 mod: -0.3

Results for COc1ccc(/C=N/NC(=O)Cn2nc([N+](=O)[O-])cc2C)c(OC)c1OC ?
MT1-MMP act inh: 0.2; MsrA act: -3.2; eLon inh: 5.0; MsrA inh: 3.5; Neddyl block: inactive; Rin1 Abl inh: -0.3; SKN-1 inh: -3.5; FAS TE block: -0.4; CendR NRP1 mod: -1.9

What do the screens show for `CCc1ccc(C(C(=O)NC2CCCCC2)N(C(=O)c2csnn2)C2CC2)cc1` (configuration not stated)?
MT1-MMP act inh: -2.7; MsrA act: -3.8; eLon inh: -1.2; MsrA inh: -0.9; Neddyl block: inactive; Rin1 Abl inh: -0.1; SKN-1 inh: 12.9; FAS TE block: 8.6; CendR NRP1 mod: 4.6

What do the screens show for `CCN1C(=O)[C@@H]2[C@@H](c3ccc(-c4ccc(C(C)=O)cc4)c(OC)c3)N3CCC[C@@]3(C(=O)OC)[C@@H]2C1=O`?
MT1-MMP act inh: -2.9; MsrA act: -2.6; eLon inh: -8.0; MsrA inh: 1.1; Neddyl block: inactive; Rin1 Abl inh: 3.5; SKN-1 inh: -26.5; FAS TE block: -1.2; CendR NRP1 mod: 5.2

How did CSc1nncn1/N=C/c1cc(Cl)ccc1F do in these assays?
MT1-MMP act inh: -1.3; MsrA act: -2.3; eLon inh: -11.4; MsrA inh: 0.7; Neddyl block: inactive; Rin1 Abl inh: 0.7; SKN-1 inh: -13.6; FAS TE block: -6.5; CendR NRP1 mod: 4.7

Results for Cc1cc(Cl)cc(Br)c1OCCCCn1cncn1 ?
MT1-MMP act inh: -4.2; MsrA act: -1.1; eLon inh: 4.4; MsrA inh: 1.7; Neddyl block: inactive; Rin1 Abl inh: 1.4; SKN-1 inh: 8.8; FAS TE block: -0.4; CendR NRP1 mod: -4.3

Results for O=C1/C(=C\c2ccccn2)SC(=S)N1c1ccc(S(=O)(=O)Nc2nccs2)cc1 ?
MT1-MMP act inh: 1.6; MsrA act: 0.0; eLon inh: 4.3; MsrA inh: -0.8; Neddyl block: inactive; Rin1 Abl inh: -1.2; SKN-1 inh: 7.9; FAS TE block: -1.5; CendR NRP1 mod: -13.2

What do the screens show for `Cc1ccccc1N=Cc1cc2c(cc1[N+](=O)[O-])OCO2`?
MT1-MMP act inh: 4.7; MsrA act: -6.3; eLon inh: -1.1; MsrA inh: 1.3; Neddyl block: inactive; Rin1 Abl inh: 0.7; SKN-1 inh: 5.2; FAS TE block: -12.0; CendR NRP1 mod: -4.3

What do the screens show for `Cc1cccc(N2C(=O)c3cccc(Oc4ccc(Cl)cc4)c3C2=O)c1`?
MT1-MMP act inh: 2.0; MsrA act: -3.9; eLon inh: -0.6; MsrA inh: -0.2; Neddyl block: inactive; Rin1 Abl inh: 5.0; SKN-1 inh: 2.4; FAS TE block: 26.9; CendR NRP1 mod: -1.1

What do the screens show for `CCC(=O)N1CCC1(C)C(=O)Nc1cc(-c2ccccc2)nn1C` (configuration not stated)?
MT1-MMP act inh: 2.1; MsrA act: -2.2; eLon inh: -5.7; MsrA inh: -0.8; Neddyl block: inactive; Rin1 Abl inh: 1.2; SKN-1 inh: 1.2; FAS TE block: -4.4; CendR NRP1 mod: -4.0

How did CCCCC1=CC2=C(c3ccco3)C(=O)C(C)(OC(=O)c3ccc(OC)cc3)C(=O)C2=CN1CCc1ccccn1 (configuration not stated) do in these assays?
MT1-MMP act inh: -31.5; MsrA act: -1.1; eLon inh: 37.2*; MsrA inh: 0.5; Neddyl block: inactive; Rin1 Abl inh: -8.1; SKN-1 inh: 14.1; FAS TE block: -7.5; CendR NRP1 mod: -15.6

Results for CCn1cc(Br)c(C(=O)Nc2nccs2)n1 ?
MT1-MMP act inh: -1.3; MsrA act: -10.7; eLon inh: -4.2; MsrA inh: -0.1; Neddyl block: inactive; Rin1 Abl inh: -3.3; SKN-1 inh: 12.5; FAS TE block: -12.4; CendR NRP1 mod: 0.7

How did Cc1cc(C)nc(NCc2ccc(Cl)cc2)n1 do in these assays?
MT1-MMP act inh: -2.1; MsrA act: -10.6; eLon inh: 0.8; MsrA inh: -0.9; Neddyl block: inactive; Rin1 Abl inh: -1.5; SKN-1 inh: 1.0; FAS TE block: 3.4; CendR NRP1 mod: -89.9

How did COc1c(F)c(F)c(C(=O)O)c(Nc2ccc(C)cc2)c1F do in these assays?
MT1-MMP act inh: 1.2; MsrA act: -2.8; eLon inh: 1.6; MsrA inh: -0.1; Neddyl block: inactive; Rin1 Abl inh: 3.7; SKN-1 inh: -6.2; FAS TE block: -6.3; CendR NRP1 mod: -0.8

How did CN(c1ccc(C(=O)N2CCN(Cc3ccc4c(c3)OCO4)CC2)cc1)S(C)(=O)=O do in these assays?
MT1-MMP act inh: -2.6; MsrA act: -6.8; eLon inh: -1.9; MsrA inh: -0.9; Neddyl block: inactive; Rin1 Abl inh: 2.9; SKN-1 inh: 5.5; FAS TE block: -7.4; CendR NRP1 mod: 7.4

Screens deposited in PubChem BioAssay by several laboratories.

Outcome played no part in choosing rows, and some 4.2% of all compounds hit somewhere here.
